Compound activity: PubChem, National Center for Advancing Translational Sciences (NCATS)
EPAC1 antagonist: EPAC1 (human) antagonism | O95398 | AID 720709 | EPAC1 GEF assay, Rap1b-BODIPY-GDP exchange fluorescence | Potency, µM (highest dose often 115 µM), without a hit: top-dose activity change, negative = inhibition, hits mostly inhibitors | 360,000 tested, 0.14% active;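 note: potency is the fitted concentration of half-maximal effect; plate controls were vehicle for no effect and positive control for full effect; nearly all actives have a fitted effect of over 50% in size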
GLP-1R agonist: activates the human GLP-1 receptor; P43220; HEK293 GLP-1R CRE-luciferase, luminescence, 4-6 h; cells express a hypersensitive GLP-1R form; Potency, µM (top dose mostly 45.6 µM), without a hit: at the top dose activation, hits mostly activators; 380,000 tested, 0.007% active; note: potency is the fitted concentration of half-maximal effect; % of control where 0% means no effect
Target sequence (P43220 whole entry, looked up): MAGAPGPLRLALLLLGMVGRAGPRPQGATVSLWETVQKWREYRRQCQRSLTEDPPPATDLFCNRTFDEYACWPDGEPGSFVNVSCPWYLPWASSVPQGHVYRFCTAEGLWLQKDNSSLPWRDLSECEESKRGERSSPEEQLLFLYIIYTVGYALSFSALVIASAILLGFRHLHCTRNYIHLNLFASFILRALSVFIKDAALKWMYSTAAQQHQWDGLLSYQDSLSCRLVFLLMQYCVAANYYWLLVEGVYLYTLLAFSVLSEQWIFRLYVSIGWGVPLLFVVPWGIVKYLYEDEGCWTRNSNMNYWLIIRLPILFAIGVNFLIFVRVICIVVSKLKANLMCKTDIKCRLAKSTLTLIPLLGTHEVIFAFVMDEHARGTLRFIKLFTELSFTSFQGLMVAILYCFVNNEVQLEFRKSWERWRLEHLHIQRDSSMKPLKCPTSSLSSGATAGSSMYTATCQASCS
GLP-1R inv ag: acts as inverse agonist at human GLP-1 receptor. P43220. HEK293 GLP-1R CRE-luciferase, luminescence, 24 h; GLP-1R form is constitutively active. Potency, µM (highest dose often 38.3 µM), for the others: at the top dose activity change, negative = inhibition, most hits filed as inhibitors. 410,000 tested, 1.6% active. AID 624417; note: potency is the fitted concentration of half-maximal effect; % is set by controls: 0 for no effect and ±100 for the full control effect; nearly all actives have a fitted effect of over 55% in size
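HEK293 cells stably co-expressing constitutively active GLP-1R and a cAMP-responsive luciferase reporter were seeded in DMEM with 10% Nu serum, given compounds after 12 h, and incubated 24 h at 37 deg C. Luminescence was then read.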
PTHR1 ag: activates the human parathyroid hormone receptor PTHR1. Q03431. HEK293 GP2 PTHR1 cells, GloSensor cAMP luminescence, 1 h. Potency, µM (doses to about 115 µM), for the others: at the highest dose activation, actives largely listed as activators. 410,000 tested, 0.075% active; note: potency is the fitted concentration of half-maximal effect; nearly all actives have a fitted effect of over 55% in size; some results filed as inactive show a strong effect at the top dose; inactives centre near -15; many of its hits are not listed in these tables
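HEK-293-derived GP2 cells expressing PTHR1 and a GloSensor cAMP reporter, 3,000/well, plated overnight, given luciferin plus IBMX (each 0.5 mM as added) for 1 h at 37 °C, then compound for 1 h at 37 °C. Luminescence was read after 15 min at room temperature.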
IL2 activator: activators of IL-2. 360,000 tested, 0.065% active. activation, % (series mostly up to about 46 µM). IL-2 activation reporter assay, cell-based qHTS; stimulated with anti-CD3/CD4/CD28 beads; in transgenic mouse T cells; in the data active = activation above about 50%; inconclusive = mostly about 30% to 49%; note: 0% is about no effect
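Screening format: compound pinned onto unstimulated transgenic mouse T cells, 60 min incubation, then anti-CD3/anti-CD4/anti-CD28 bead stimulation for 18 hours at 37 degrees C, followed by EGFP and DsRed detection.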
EPAC1 ag: EPAC1 (human) agonism | AID 720707 | Potency, µM (titrated, usually from 154 µM), for the others: top-dose activation, most hits filed as activators | O95398 | 360,000 tested, 0.073% active | EPAC1 agonist qHTS, biochemical assay; response scale: 100% = response to 6.5 mM cAMP; note: potency is the fitted concentration of half-maximal effect; nearly all actives have a fitted effect of over 60% in size
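Nucleotide exchange assay: 100 nM EPAC1 with 250 nM Rap1B loaded with BODIPY-GDP and 50 uM GDP, room temperature. Fluorescence (480/540 nm) read every 5 min for 30 min; signal change normalized to 6.5 mM cAMP as full agonist.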
HEK293 tox: cytotoxicity counter-screen for GLP-1 receptor inverse agonists; HEK293 cAMP-luciferase reporter cells, luminescence, 24 h; Potency, µM (highest dose often 38.3 µM), without a hit: at the highest dose activity change, negative = inhibition, usual class: inhibitors; 410,000 tested, 0.13% active;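 note: loss of luciferase light is scored as toxicity; potency is the fitted concentration of half-maximal effect; % is set by controls: 0 for no effect and ±100 for the full control effect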
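Here, cytotoxicity is scored as loss of luminescence. The MLSMR collection was tested on cells seeded in medium containing 10% Nu serum, with a 24 hr compound exposure preceded by 12 hours of culture.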
PLK1 PBD block: blocks phosphopeptide binding to human PLK1 polo-box domain; 360,000 tested, 2.8% active; AID 720504; Plk1 PBD binding of FITC phosphopeptide, fluorescence polarization; P53350; Potency, µM, for the others: max response, negative = inhibition, hits mostly inhibitors; note: potency is the fitted concentration of half-maximal effect; series mostly up to about 57 µM; % is set by controls: 0 for no effect and ±100 for the full control effect; nearly all actives have a fitted effect of over 65% in size
PI5P4K alpha inh: blocks human PI5P4K alpha kinase activity; PI5P4Kalpha enzyme, ADP-Glo luminescence, 60 min; hits give low values; max response, %; 330,000 tested, 1.2% active; AID 652105; active = max response of -50% or lower; inconclusive = between -30% and -50%; inactive = -30% or higher; note: value at the top dose of about 77 µM; % is set by controls: 0 for no effect and ±100 for the full control effect
Target sequence (P48426 whole entry, looked up): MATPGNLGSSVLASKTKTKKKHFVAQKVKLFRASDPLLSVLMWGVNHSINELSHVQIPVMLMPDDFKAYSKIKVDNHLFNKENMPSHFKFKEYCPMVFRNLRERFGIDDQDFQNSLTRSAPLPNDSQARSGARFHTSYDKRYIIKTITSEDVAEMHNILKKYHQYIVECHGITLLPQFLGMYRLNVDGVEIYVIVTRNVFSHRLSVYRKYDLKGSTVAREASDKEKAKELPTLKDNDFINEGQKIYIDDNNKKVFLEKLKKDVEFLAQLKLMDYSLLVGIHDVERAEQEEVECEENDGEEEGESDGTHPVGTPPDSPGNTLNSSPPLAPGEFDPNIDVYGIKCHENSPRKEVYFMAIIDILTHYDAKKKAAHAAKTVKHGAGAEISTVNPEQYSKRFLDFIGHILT
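PI5P4Kalpha ADP-Glo assay; 5 microM ATP final; 60 min RT reaction; HEPES pH 7.4/EGTA/CHAPS, 5% DMSO; controls lacking substrate or enzyme; luminescent end-point.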
* = called active by the depositor; & = joins results of further samples; [ ] = remark or other dose. Unless noted, calls come from the whole dose curve; as a rule, active = well fitted curve in the direction sought with a large enough effect; inconclusive = small, poorly fitted or top-dose-only effect, or another doubt; inactive = no such curve, though single readings can be large; an effect the other way counts as inactive or inconclusive. Only part of the results is shown; rates above refer to the full screens.

For O=C(NCCC(=O)N1CCN(c2ccccn2)CC1)c1ccc(Cl)cc1 the results were EPAC1 antagonist 11%, GLP-1R agonist -1%, GLP-1R inv ag -9%, PTHR1 ag inactive, IL2 activator -0.3, EPAC1 ag -5%, HEK293 tox -15%, PLK1 PBD block 0% and PI5P4K alpha inh -3.
Screening N=C1C(c2nc(-c3ccc(Br)cc3)cs2)=C(O)CN1NC(=O)c1ccc([N+](=O)[O-])cc1 returned EPAC1 antagonist -14%, GLP-1R agonist 1%, GLP-1R inv ag -6%, PTHR1 ag -11%, IL2 activator -0.6, EPAC1 ag -2%, HEK293 tox 6%, PLK1 PBD block -4% and PI5P4K alpha inh 10.
`COc1ccc(CN(C2CCCCC2C)S(=O)(=O)c2ccc(S(=O)(=O)N(C)C)cc2)cc1OC` (stereo not given) gave EPAC1 antagonist -12%, GLP-1R agonist 0%, GLP-1R inv ag -20%, PTHR1 ag inactive, IL2 activator -0.8, EPAC1 ag 9%, HEK293 tox 11%, PLK1 PBD block -12% and PI5P4K alpha inh 13.
For CCCC(=O)NC(=S)Nc1ccc(S(=O)(=O)Nc2ccc(OCC)cc2)cc1 the results were EPAC1 antagonist inconclusive, GLP-1R agonist -4%, GLP-1R inv ag inconclusive, PTHR1 ag inactive, IL2 activator -0.6, EPAC1 ag 5%, HEK293 tox inconclusive, PLK1 PBD block -25% and PI5P4K alpha inh 2.
O=C1CCCc2c1[nH]c1ccc(Cl)cc21 was read as EPAC1 antagonist -15%, GLP-1R agonist 18%, GLP-1R inv ag 6%, PTHR1 ag inactive, IL2 activator 1.1, EPAC1 ag -8%, HEK293 tox 3%, PLK1 PBD block -15% and PI5P4K alpha inh -3.
`CCOCCCNC(=O)c1ccc(Cn2c(=O)[nH]c3ccsc3c2=O)cc1` gave EPAC1 antagonist 2%, GLP-1R agonist 12%, GLP-1R inv ag 16%, PTHR1 ag -13%, IL2 activator 1.1, EPAC1 ag -2%, HEK293 tox -3%, PLK1 PBD block -3% and PI5P4K alpha inh -6.
`Cc1cc(C)c(C)c(S(=O)(=O)Nc2cccc(-n3cnnn3)c2)c1C` gave EPAC1 antagonist 2%, GLP-1R agonist inconclusive, GLP-1R inv ag -11%, PTHR1 ag -9%, IL2 activator -3.3, EPAC1 ag -9%, HEK293 tox 0%, PLK1 PBD block -2% and PI5P4K alpha inh 9.
`COc1ccccc1CNC(=O)C1CCC(CNc2c(N3CCOCC3)c(=O)c2=O)CC1` (stereo not given) gave EPAC1 antagonist 4%, GLP-1R agonist 0%, GLP-1R inv ag 19%, PTHR1 ag -13%, IL2 activator -0.9, EPAC1 ag -6%, HEK293 tox -1%, PLK1 PBD block -2% and PI5P4K alpha inh -7.
O=C(Nc1cccc(S(=O)(=O)N2CCCC2)c1)c1cccc(S(=O)(=O)N2CCOCC2)c1 was read as EPAC1 antagonist -6%, GLP-1R agonist 0%, GLP-1R inv ag -6%, PTHR1 ag -21%, IL2 activator 0.5, EPAC1 ag -6%, HEK293 tox 0%, PLK1 PBD block 2% and PI5P4K alpha inh -5.
Cc1noc(C)c1NC(=O)N(C)C[C@H]1OCc2cnnn2CCCC(=O)N([C@@H](C)CO)C[C@H]1C was read as EPAC1 antagonist -15%, GLP-1R agonist 4%, GLP-1R inv ag 8%, PTHR1 ag -21%, IL2 activator -0.8, EPAC1 ag -3%, HEK293 tox 1%, PLK1 PBD block -5% and PI5P4K alpha inh 0.
CC(C)C(=O)Nc1ccc(NC(=S)NC(=O)c2cc3ccccc3o2)cc1 was read as EPAC1 antagonist 11%, GLP-1R agonist 0%, GLP-1R inv ag 9%, PTHR1 ag -6%, IL2 activator -2.1, EPAC1 ag 11%, HEK293 tox 4%, PLK1 PBD block -1% and PI5P4K alpha inh 2.
Screening CCN1CCN(S(=O)(=O)c2ccc(Cl)c(C(=O)NCCOc3ccc(C)cc3)c2)CC1 returned EPAC1 antagonist -9%, GLP-1R agonist 3%, GLP-1R inv ag inconclusive, PTHR1 ag inactive, IL2 activator -3.1, EPAC1 ag 3%, HEK293 tox -3%, PLK1 PBD block -6% and PI5P4K alpha inh 8.
For Cc1ccc(N=Nc2c(C)[nH]n(-c3ccccc3)c2=O)cc1 the results were EPAC1 antagonist -8%, GLP-1R agonist -1%, GLP-1R inv ag -9%, PTHR1 ag -18%, IL2 activator -0.6, EPAC1 ag -6%, HEK293 tox -5%, PLK1 PBD block 0% and PI5P4K alpha inh 7.
`Cc1cccc(N2CCN(C(=O)CN3C(=O)COc4ccc(S(=O)(=O)N5CCOCC5)cc43)CC2)c1C` gave GLP-1R agonist -1%, GLP-1R inv ag -1%, PTHR1 ag -2% and HEK293 tox -6%.
O=C(Cn1c2c(c(-c3ccccc3)cc1=O)CCCC2)N1CCCCCC1 was read as EPAC1 antagonist 8%, GLP-1R agonist 3%, GLP-1R inv ag 13µM*, PTHR1 ag -17%, IL2 activator -3.2, EPAC1 ag -2%, HEK293 tox 12%, PLK1 PBD block -3% and PI5P4K alpha inh -5.
Cc1cc(NC(=O)C(Cl)c2ccccc2)no1 (stereo not given) was read as EPAC1 antagonist -2%, GLP-1R agonist -1%, GLP-1R inv ag inconclusive, PTHR1 ag inactive, IL2 activator -0.5, EPAC1 ag -1%, HEK293 tox -5%, PLK1 PBD block -11% and PI5P4K alpha inh 3.
`O=C(O)CCn1c(=S)oc2ccccc21` gave EPAC1 antagonist -2%, GLP-1R agonist 1%, GLP-1R inv ag 0%, PTHR1 ag inactive, IL2 activator -0.8, EPAC1 ag -6%, HEK293 tox 0% and PLK1 PBD block -4%.
Cc1ccc(N(CC(=O)NCc2ccc(F)cc2)C(=O)c2snc(C(N)=O)c2N)cc1C was read as EPAC1 antagonist 1%, GLP-1R agonist 17%, GLP-1R inv ag 2%, PTHR1 ag inactive, IL2 activator 0.8, EPAC1 ag -5%, HEK293 tox -1%, PLK1 PBD block -3% and PI5P4K alpha inh 5.
For COc1ccc(CC(NC(C)=O)C(=O)NC2CCN(C(=O)Nc3ccc(C#N)cc3)CC2)cc1OC (stereo not given) the results were EPAC1 antagonist 12%, GLP-1R agonist 5%, GLP-1R inv ag 0%, PTHR1 ag inactive, IL2 activator -0.6, EPAC1 ag 6%, HEK293 tox -6% and PLK1 PBD block -10%.
Screening CC(OC(=O)CCc1nc2ccccc2c(=O)[nH]1)C(=O)c1ccc(Br)cc1 (stereo not given) returned EPAC1 antagonist 1%, GLP-1R agonist -3%, GLP-1R inv ag -5%, PTHR1 ag -35%, IL2 activator 0.2, EPAC1 ag 0%, HEK293 tox 9%, PLK1 PBD block 3% and PI5P4K alpha inh -18.
COc1cccc(-c2nn(C)c3sc(C(=O)NCCCN(C)Cc4ccccc4)cc23)c1 was read as EPAC1 antagonist -13%, GLP-1R agonist 0%, GLP-1R inv ag 5.6µM*, PTHR1 ag inactive, IL2 activator -2.2, EPAC1 ag 5%, HEK293 tox inconclusive, PLK1 PBD block -6% and PI5P4K alpha inh 4.
Screening CN(Cc1ccco1)c1ncnc2ccc(-c3ccc4c(ccn4C)c3)cc12 returned EPAC1 antagonist -3%, GLP-1R agonist inconclusive, PTHR1 ag inconclusive, IL2 activator 0.4 and EPAC1 ag -5%.
c1ccc2c(CCNc3ncnc4nc[nH]c34)cccc2c1 was read as EPAC1 antagonist 4%, GLP-1R agonist -12%, GLP-1R inv ag inconclusive, PTHR1 ag -33%[inhibitor], IL2 activator -1.2, EPAC1 ag 7%, HEK293 tox inconclusive, PLK1 PBD block -12% and PI5P4K alpha inh -21.
COc1ccc(CC(=O)OCc2cc3ccc(C)cc3[nH]c2=O)cc1 was read as EPAC1 antagonist 6%, GLP-1R agonist 9%, GLP-1R inv ag 5%, PTHR1 ag inactive, IL2 activator -0.1, EPAC1 ag 1%, HEK293 tox -2%, PLK1 PBD block inconclusive and PI5P4K alpha inh inconclusive.
For CCc1ccc(C(=O)COC(=O)CNC(=O)c2ccc(Br)o2)cc1 the results were EPAC1 antagonist 19%, GLP-1R agonist 5%, GLP-1R inv ag 10%, PTHR1 ag -21%, IL2 activator -3.5, EPAC1 ag -2%, HEK293 tox 16%, PLK1 PBD block 4% and PI5P4K alpha inh 3.
For C[C@@H]1CC[C@]2(O[C@H](CCO)C[C@H](O)[C@H]2O)O1 the results were EPAC1 antagonist -4%, GLP-1R agonist -1%, GLP-1R inv ag 8%, PTHR1 ag inactive, IL2 activator 0.0, EPAC1 ag -8%, HEK293 tox 1%, PLK1 PBD block 1% and PI5P4K alpha inh -3.
Screening c1ccc2c(c1)ncn2-c1ccc(-c2ccnc3ncnn23)cc1 returned EPAC1 antagonist -20%, GLP-1R agonist 14%, GLP-1R inv ag 17%, PTHR1 ag inactive, IL2 activator -4.5, EPAC1 ag 2%, HEK293 tox -1%, PLK1 PBD block -8% and PI5P4K alpha inh -8.
`O=C(Nc1cccc2c1CCCC2)C1CCCN(S(=O)(=O)c2cccc3nonc23)C1` (stereo not given) gave EPAC1 antagonist 1%, GLP-1R agonist -1%, GLP-1R inv ag 0%, PTHR1 ag inactive, IL2 activator 1.7, EPAC1 ag -2%, HEK293 tox 0%, PLK1 PBD block 4%&-1% and PI5P4K alpha inh -9.
`Oc1cccc(/C=N/n2c(C3CCCCC3)n[nH]c2=S)c1` gave EPAC1 antagonist -15%, GLP-1R agonist 5%, GLP-1R inv ag 2%, PTHR1 ag inactive, IL2 activator -2.0, EPAC1 ag 4%, HEK293 tox -2%, PLK1 PBD block inconclusive and PI5P4K alpha inh -9.
